# Source: PubChem BioAssay (National Center for Advancing Translational Sciences (NCATS))
# Abeta yeast res – A-beta toxicity reversal in yeast; Potency, µM (doses to about 46.1 µM), inactives show top-dose growth rescue, usual class: activators; 410,000 compounds, 0.063% hits; yeast expressing A-beta42, growth rescue, OD600, 48 h; response scale: 0% DMSO, 100% iron-clioquinol control; note: potency is the fitted concentration of half-maximal effect; nearly all actives have a fitted effect of over 55% in size
#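 Yeast A-beta toxicity model in growth medium with pinned compounds, 48 h at 30 C; growth read as absorbance at 600 nm. Normalized to FeCl3/clioquinol equimolar mix (positive) and DMSO (negative).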
# FUS suppressor – rescues growth of FUS-expressing yeast. S. cerevisiae FUS-expressing, growth rescue, OD600, 24 h. Potency, µM (top dose mostly 76.6 µM), for the others: top-dose growth rescue (activation), hits mostly activators. 390,000 compounds, 0.24% hits;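 note: potency is the fitted concentration of half-maximal effect; plate controls were DMSO vehicle for no effect and reference control for full effect; nearly all actives have a fitted effect of over 55% in size; some results filed as inactive show a strong effect at the top dose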
#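 Quantitative HTS measuring growth restoration of FUS-toxic yeast. Galactose-induced cells (OD 0.005) were exposed 24hr at 30C to compounds at several concentrations, then absorbance at 600 nm was recorded.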
# GLP-1R inv ag – inverse agonists of human GLP-1 receptor | P43220 | Potency, µM (titrated, usually from 38.3 µM), for the others: at the highest dose activity change, negative = inhibition, most hits filed as inhibitors | HEK293 GLP-1R CRE-luciferase, luminescence, 24 h; GLP-1R form is constitutively active | AID 624417 | 410,000 compounds, 1.6% hits; note: potency is the fitted concentration of half-maximal effect; % is set by controls: 0 for no effect and ±100 for the full control effect; nearly all actives have a fitted effect of over 55% in size
# Target sequence (P43220 whole entry, looked up): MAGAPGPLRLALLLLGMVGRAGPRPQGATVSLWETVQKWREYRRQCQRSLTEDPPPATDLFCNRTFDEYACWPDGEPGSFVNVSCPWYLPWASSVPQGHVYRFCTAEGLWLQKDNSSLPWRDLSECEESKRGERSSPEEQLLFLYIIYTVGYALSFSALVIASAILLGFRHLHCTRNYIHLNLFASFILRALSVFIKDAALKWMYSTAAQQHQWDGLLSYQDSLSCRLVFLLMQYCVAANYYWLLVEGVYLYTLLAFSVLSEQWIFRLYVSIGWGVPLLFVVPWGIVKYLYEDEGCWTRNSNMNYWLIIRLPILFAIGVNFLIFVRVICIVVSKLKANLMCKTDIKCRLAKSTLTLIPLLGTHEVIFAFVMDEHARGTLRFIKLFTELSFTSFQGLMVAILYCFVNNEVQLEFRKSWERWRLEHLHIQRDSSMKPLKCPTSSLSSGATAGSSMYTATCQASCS
#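 HEK293 cells stably co-expressing constitutively active GLP-1R and a cAMP-responsive luciferase reporter were seeded in DMEM with 10% Nu serum, given compounds after 12 h, and incubated 24 h at 37 deg C. Luminescence was then read.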
# TDP43 rescue – rescues yeast growth from TDP-43 toxicity. TDP-43 expressing yeast growth rescue, BacTiter-Glo, 24 h. Potency, µM (doses to about 46.1 µM), without a hit: at the top dose growth rescue (activation), hits mostly activators. 410,000 compounds, 1.8% hits. AID 652104; note: potency is the fitted concentration of half-maximal effect; % of control where 0% means no effect; nearly all actives have a fitted effect of over 50% in size
#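 Galactose-induced TDP-43 yeast, OD600=0.02, compound pinned; 24 hr, 30 deg C; BacTiter-Glo luminescence for growth. Inhibitors of TDP-43 toxicity read as activators.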
# GLP1R cytotox – cytotoxicity counter-screen for GLP-1 receptor inverse agonists; HEK293 cAMP-luciferase reporter cells, luminescence, 24 h; Potency, µM (highest dose often 38.3 µM), without a hit: at the top dose activity change, negative = inhibition, usual class: inhibitors; 410,000 compounds, 0.13% hits;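 note: loss of luciferase light is scored as toxicity; potency is the fitted concentration of half-maximal effect; % is set by controls: 0 for no effect and ±100 for the full control effect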
#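 A 23 nL compound transfer followed 12 hours of cell culture at 37 deg C; exposure then lasted 24 hr. Luciferase assay detection reagent was dispensed and plates read for luminescence after a 12 min room-temperature wait.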
# aSyn rescue – alpha-synuclein toxicity inhibition in yeast | 370,000 compounds, 0.14% hits | AID 652106 | Yeast expressing alpha-synuclein, growth rescue, BacTiter-Glo, 24 h | Potency, µM (doses to about 46.1 µM), without a hit: at the highest dose growth rescue (activation), hits mostly activators; note: potency is the fitted concentration of half-maximal effect; % of control where 0% means no effect; nearly all actives have a fitted effect of over 65% in size
#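 Galactose-induced alpha-syn yeast (OD600=0.02, raffinose-pregrown) + pinned cpd, 24 hr, 30 deg C; growth by BacTiter-Glo luminescence. Growth restoration scores as activation.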
# PTHR1 agonist – PTHR1 (human) receptor agonism. Q03431. HEK293 GP2 PTHR1 cells, GloSensor cAMP luminescence, 1 h. Potency, µM (titrated, usually from 115 µM), without a hit: at the top dose activation, most hits filed as activators. 410,000 compounds, 0.075% hits. AID 743266; note: potency is the fitted concentration of half-maximal effect; nearly all actives have a fitted effect of over 55% in size; some results filed as inactive show a strong effect at the top dose; inactives centre near -15; many of its hits are not listed in these tables
# Target sequence (Q03431 whole entry, looked up): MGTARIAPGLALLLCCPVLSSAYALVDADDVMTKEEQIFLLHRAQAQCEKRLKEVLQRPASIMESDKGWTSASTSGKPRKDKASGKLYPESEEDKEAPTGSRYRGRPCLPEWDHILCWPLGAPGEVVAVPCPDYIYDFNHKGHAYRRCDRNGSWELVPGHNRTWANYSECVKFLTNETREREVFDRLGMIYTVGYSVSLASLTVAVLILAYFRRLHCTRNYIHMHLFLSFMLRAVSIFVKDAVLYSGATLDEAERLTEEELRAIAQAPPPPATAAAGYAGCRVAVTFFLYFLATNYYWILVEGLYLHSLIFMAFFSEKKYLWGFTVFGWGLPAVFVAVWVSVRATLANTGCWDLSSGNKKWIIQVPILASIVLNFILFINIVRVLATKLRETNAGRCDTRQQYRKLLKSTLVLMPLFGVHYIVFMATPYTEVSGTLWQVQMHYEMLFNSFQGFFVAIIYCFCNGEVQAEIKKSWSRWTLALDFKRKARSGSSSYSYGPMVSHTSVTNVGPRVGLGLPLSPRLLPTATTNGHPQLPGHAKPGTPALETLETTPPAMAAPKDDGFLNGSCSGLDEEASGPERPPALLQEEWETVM
#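 HEK-293-derived GP2 cells expressing PTHR1 and a GloSensor cAMP reporter, 3,000/well, plated overnight, given luciferin plus IBMX (each 0.5 mM as added) for 1 h at 37 °C, then compound for 1 h at 37 °C. Luminescence was read after 15 min at room temperature.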
# pAkt inh – Akt phosphorylation inhibition; Neuro2A IGF-stimulated pAkt S473 HTRF, 20 min; active compounds read low; activity change, % for hits at 50 µM; 360,000 compounds, 0.32% hits; in the data active = activity change below about -80%; inconclusive = mostly about -51% to -80%; note: % is set by controls: 0 for no effect and ±100 for the full control effect
#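 Single-point screen (50 µM final compound) in Neuro2A cells stimulated 20 min with 6 nM IGF at 37 deg C. After lysis, Ser473-phosphorylated Akt read by HTRF (ex 330 nm, em 615/665 nm) as the 665/615 ratio.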
# Mm-Cpn inhibitor – blocks the Methanococcus maripaludis chaperonin Mm-Cpn | purified Mm-Cpn ATPase, ADP Transcreener TR-FRET | Potency, µM (series often up to 76.9 µM), for the others: at the top dose activity, negative = inhibition, hits mostly inhibitors | 330,000 compounds, 0.031% hits | AID 504842; note: potency is the fitted concentration of half-maximal effect; % is set by controls: 0 for no effect and ±100 for the full control effect; nearly all actives have a fitted effect of over 80% in size
#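 TR-FRET (320 nm excitation; 590 and 665 nm emission) reports ADP made from 10 uM ATP by 25 nM enzyme; compounds were preincubated 10 min, reaction run 30 min, both at 37°C.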
# Active calls of the source: *; i = inactive; ? = inconclusive; nt = no result given; [ ] = remark or other dose. Unless noted, calls come from the whole dose curve; as a rule, active = well fitted curve in the direction sought with a large enough effect; inconclusive = small, poorly fitted or top-dose-only effect, or another doubt; inactive = no such curve, though single readings can be large; an effect the other way counts as inactive or inconclusive. The list is partial (hit frequency here may not be typical).
# The first 4 entries, ahead of the listing:
SMILES,Abeta yeast res,FUS suppressor,GLP-1R inv ag,TDP43 rescue,GLP1R cytotox,aSyn rescue,PTHR1 agonist,pAkt inh,Mm-Cpn inhibitor
O=C(Nc1nnc(SCc2ccc(F)cc2)s1)C1CC(=O)N(c2ccc3c(c2)OCCO3)C1 (configuration not stated),6.6%,?,?,-2.0%,0.4%,10.4%,-8.9%,i,4.3%
COc1ccc(OCc2nnc(-c3ccccc3)o2)cc1,-5.3%,15.7%,4.2%,5.4%,1.7%,nt,-39.9%[inhibitor],nt,nt
CCC(C(=O)Nc1cc(C)nn1-c1nc(C)cc(C)n1)c1ccccc1 (configuration not stated),-4.7%,?,3.55µM*,3.1%,?,12.8%,i,i,-5.8%
CCn1c(SCC(=O)Nc2ccc3c(c2)OCCO3)nnc1-c1ccncc1,-12.7%,-12.2%,2.6%,-6.1%,0.4%,-10.0%,-5.4%,i,-1.2%

# The list itself, from the start:
SMILES,Abeta yeast res,FUS suppressor,GLP-1R inv ag,TDP43 rescue,GLP1R cytotox,aSyn rescue,PTHR1 agonist,pAkt inh,Mm-Cpn inhibitor
O=C(Nc1nnc(SCc2ccc(F)cc2)s1)C1CC(=O)N(c2ccc3c(c2)OCCO3)C1 (configuration not stated),6.6%,?,?,-2.0%,0.4%,10.4%,-8.9%,i,4.3%
COc1ccc(OCc2nnc(-c3ccccc3)o2)cc1,-5.3%,15.7%,4.2%,5.4%,1.7%,nt,-39.9%[inhibitor],nt,nt
CCC(C(=O)Nc1cc(C)nn1-c1nc(C)cc(C)n1)c1ccccc1 (configuration not stated),-4.7%,?,3.55µM*,3.1%,?,12.8%,i,i,-5.8%
CCn1c(SCC(=O)Nc2ccc3c(c2)OCCO3)nnc1-c1ccncc1,-12.7%,-12.2%,2.6%,-6.1%,0.4%,-10.0%,-5.4%,i,-1.2%
COc1cc(C(=O)NCC(=O)OCC(=O)Nc2ncc(Cl)cc2Cl)cc(OC)c1OC,-15.7%,11.3%,0.4%,-1.1%,-3.7%,-1.8%,-6.6%,i,1.8%
O=c1cc(-c2ccccc2)oc2ccc3ccccc3c12,-12.8%,-16.9%,?,-11.5%,6.4%,-12.0%,-42.2%,i,nt
O=C1CCN(C2CCN(Cc3nc(Cc4ccccc4F)no3)CC2)CCN1,-5.4%,11.4%,1.3%,0.0%[0.397 µM],4.5%,-2.5%,5.2%,i,3.7%
COc1ccc(C(=O)Nc2cccc(-c3cc4ccccc4oc3=O)c2)cc1[N+](=O)[O-],20.1%,14.4%,-18.6%,11.7%,-7.5%,1.3%,i,i,-20.6%
Cc1cccc(N2CCN(c3ncnc4c3c(-c3ccccc3)cn4-c3ccccc3)CC2C)c1 (configuration not stated),1.8%,5.3%,12.3%,8.7%,1.0%,nt,17.7%,nt,nt
O=C(COC(=O)c1cccc2ccccc12)Nc1ncc(C(F)(F)F)cc1Cl,15.7%,11.5%,2.0%,9.7%,6.0%,8.1%,i,i,-7.0%
Cc1nn(-c2ccccc2)c2nc(C(F)(F)F)[nH]c(=O)c12,0.4%,23.5%,-1.6%,13.3%,6.0%,3.9%,-46.9%[inhibitor],i,1.4%
CCN(CC)CCCn1c(=S)[nH]c2ccccc2c1=O,20.0%,-11.6%,-1.9%,14.8%,-5.8%,-1.7%,i,i,1.5%
COc1ccc(C(CNC(=O)C(Cc2ccccc2)NC(N)=O)N(C)C)cc1 (configuration not stated),-12.1%,-14.9%,12.4%,13.3%,-10.3%,-1.1%,i,i,1.0%
CCOc1ccc(C(=O)N(Cc2cc(OC)c(OC)c(OC)c2)c2ccccn2)cc1,-20.5%,19.8%,-8.0%,19.6%,5.2%,nt,-8.7%,nt,nt
CCN1CCN(C(CNS(=O)(=O)c2ccc(C)cc2)c2cccnc2)CC1 (configuration not stated),10.4%,10.4%,12.9%,-5.9%,11.8%,-6.3%,i,i,-2.7%
COc1cccc(C(=O)Nc2nc3ccccc3[nH]2)c1,0.8%,-1.0%,7.94µM*,4.2%,?,-10.7%,-8.3%[57.5 µM],i,0.8%
CN1CCN(c2ccc(S(=O)(=O)N3CCOCC3)cc2NC(=O)CSCc2ccccc2)CC1,-9.0%,4.9%,-4.2%,10.1%,3.3%,-5.7%,i,i,0.2%
C#CCNC(=O)/C=C/c1ccc(OC)cc1,-17.5%,-36.2%,11.1%,3.3%,0.8%,-3.7%,-7.9%,i,0.3%
O=C(N/N=C/c1cccc([N+](=O)[O-])c1O)C(O)(c1ccccc1)c1ccccc1,-50.5%[inhibitor],22.1%,?,-2.0%,-7.6%,?,-21.6%,i,0.0%
O=C(O)c1ccccc1-n1c2ccccc2c2ccccc21,11.4%,3.2%,?,20µM*,129.3%[activator],?,i,i,-1.1%
O=C(NCC(c1cccs1)N1CCOCC1)C1CCN(S(=O)(=O)c2cc(Cl)ccc2Cl)CC1 (configuration not stated),5.8%,nt,0.0%,?,-16.9%,1.7%,i,i,nt
COc1ccc(C(=O)NC(C(=O)N2CCN(c3ccccc3O)CC2)C(C)C)cc1 (configuration not stated),-3.7%,31.9%,?,-10.3%,0.8%,11.0%,i,i,-0.7%
C[C@H]1CN([C@@H](C)CO)S(=O)(=O)c2ccc(Br)cc2O[C@H]1CN(C)C(=O)CCN1CCCCC1,-6.3%,-0.3%,4.1%,8.6%,4.5%,12.7%,-21.6%,i,nt
CN(C)CC/C=C1/c2ccccc2CS(=O)(=O)c2ccccc21,30.0%,12.1%,7.5%,-0.4%,-8.0%,-9.6%,-19.9%,i,nt
COc1ccc2nc(C)cc(Nc3ccccc3OC)c2c1,-4.3%,-10.2%,-11.5%,-20.5%,1.7%,-2.6%,i,i,nt
Cc1ccccc1CS(=O)(=O)CCC(=O)NCCN1CCN(c2cccc(Cl)c2)CC1,-8.8%,nt,?,10.5%,-3.1%,0.5%,i,i,0.0%
COc1cccc(NC2=C(NCCO)C(=O)c3ccccc3C2=O)c1,20.3%,23.4%,8.0%,6.9%,-17.2%,1.7%,-5.1%,i,-13.4%
COC(=O)c1ccc(OCC2c3cc(OC)c(OC)cc3CCN2C(=O)Cc2ccc(OC)c(OC)c2)cc1 (configuration not stated),0.8%,?,40.7%[activator],?,6.6%,-5.3%,-38.6%[inhibitor],nt,nt
CC(C)NC(=O)CC1C(=O)NCCN1CC(c1ccccc1)c1ccccc1 (configuration not stated),-5.7%,-3.0%,-21.0%,0.0%,-15.0%,-8.5%,-13.2%,i,0.4%
CCC(=O)c1cc2c(C)cc(=O)oc2c(C)c1OC,6.0%,13.6%,0.0%,?,0.6%,3.5%,-6.4%[57.5 µM],i,-0.7%
CN(C)C(=O)/C(=C\c1ccncc1)NC(=O)c1ccccc1,-12.6%,11.5%,13.4%,0.0%,6.4%,-0.2%,i,i,0.7%
Cc1ccc(-n2cc(-c3ccccc3)c3c(N4CCN(C)CC4)ncnc32)cc1,0.0%,21.3%,?,-27.2%,?,-2.2%,i,i,0.5%
COC(C(=O)NC1CC1)c1ccccc1 (configuration not stated),10.2%,nt,12.4%,17.1%,-2.9%,1.0%,-11.0%,i,-2.2%
Cc1cccc(C)c1OCC(=O)Nn1c(COc2ccccc2)nc2ccccc2c1=O,-5.1%,8.1%,32.3%[activator],6.9%,-9.4%,5.6%,-5.0%[57.5 µM],i,2.5%
Nc1nnc(-c2cccc([N+](=O)[O-])c2)o1,-17.4%,2.5%,17.3%,-25.5%,-0.5%,9.5%,-1.8%,i,1.9%
Cc1cccc(-c2nc(=S)c3c(o2)CCCC3)c1,-21.8%,34.3%,3.4%,-3.9%,16.9%,12.4%,-19.6%[57.5 µM],i,-0.6%
O=C(CSc1nc2ccccc2n1CC(=O)Nc1ccc(F)cc1F)Nc1ccc(F)cc1,-9.1%,23.9%,-27.8%,4.4%,-1.9%,nt,i,nt,nt
CCCn1c(=O)[nH]c(=O)c2c1nc(-c1ccc(C#N)cc1)n2CCOC,10.7%,12.3%,17.5%,-10.8%,-10.7%,-7.5%,-8.0%,i,-6.3%
CCn1c(CNc2cccc(C(F)(F)F)c2)n[nH]c1=S,-4.2%,-14.1%,-12.8%,21.9%,-2.5%,2.3%,-13.5%,i,-1.5%
Cc1nnc(SCC(=O)N2c3ccccc3C(C)(c3ccccc3)CC2(C)C)s1 (configuration not stated),-7.1%,nt,-3.3%,?,1.8%,2.6%,-27.0%,i,0.7%
CC(=O)Nc1cccc(-c2cc(NC=O)c3ncc(-c4cccc(C(C)=O)c4)n3c2)c1,-12.0%,?,1.9%,2.3%,-19.2%,4.8%,7.6%,i,nt
Cc1ccccc1-c1nc(CS(=O)(=O)CC(=O)NCCN2CCCC2)c(C)o1,-6.0%,17.5%,?,-5.8%,2.0%,-7.8%,i,nt,0.9%
COC(=O)c1ccc(N2CCN(C)CC2)c(NC(=O)c2cccnc2)c1,-3.2%,-1.4%,-5.0%,-0.1%[9.22 µM],-2.0%,0.1%,-23.2%,i,-1.6%
Cn1c(=O)c2c(-c3ccccc3)n(-c3ccccc3O)cc2n(C)c1=O,-0.4%,0.7%,7.3%,-7.0%,0.3%,0.0%,-12.0%[57.5 µM],i,-1.1%
COc1ccc(C(=O)c2ccccc2)c2c(O)ccc(C(=O)c3ccccc3)c12,-7.7%,-6.6%,?,3.7%,-6.8%,0.0%,-24.6%[57.5 µM],nt,0.5%
